Screening results: PubChem, several laboratories
CRFR2-BP ag = CRF-BP/CRF-R2 complex agonism; HEK293 CRF-R2/CRF-BP, calcium dye fluorescence (FLIPR); percent of saturating CRF peptide response; activation, % at 13.2 µM; 350,000 tested, 0.46% active;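 active = activation of at least 50%, plus an integration ratio under a set limit after plate pattern correction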;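 also: plate controls were neutral control wells without compound for no effect and CRF at EC100 for full effect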
CHRM5 PAM = CHRM5 positive allosteric modulation; CHO-K1 hM5, Fluo-8 calcium, ACh EC20 PAM; 0% = ACh EC20, 100% = ACh EC100; P08912; 360,000 tested, 0.3% active; activation, % at 3 µM;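 active = activation above the run cutoff, the mean activation of all test compounds plus 3 SD, cut at about 18% in these data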
Target sequence (P08912 whole entry, looked up): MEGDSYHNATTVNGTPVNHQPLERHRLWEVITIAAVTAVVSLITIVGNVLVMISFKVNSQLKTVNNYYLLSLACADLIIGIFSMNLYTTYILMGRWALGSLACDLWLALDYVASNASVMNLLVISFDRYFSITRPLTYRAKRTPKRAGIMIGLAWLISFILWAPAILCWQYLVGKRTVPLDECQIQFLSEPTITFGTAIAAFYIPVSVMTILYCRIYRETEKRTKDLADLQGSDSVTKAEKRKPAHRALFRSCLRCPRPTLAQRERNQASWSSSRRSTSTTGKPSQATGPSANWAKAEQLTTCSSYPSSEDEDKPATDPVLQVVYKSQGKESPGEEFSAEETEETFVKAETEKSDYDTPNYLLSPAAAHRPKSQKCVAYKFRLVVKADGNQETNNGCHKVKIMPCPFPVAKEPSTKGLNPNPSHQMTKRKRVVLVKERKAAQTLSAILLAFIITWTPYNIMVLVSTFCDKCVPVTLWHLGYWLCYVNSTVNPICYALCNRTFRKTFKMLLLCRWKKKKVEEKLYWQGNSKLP
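system = human M5 receptor in CHO-K1 cells | compound = one concentration, 3 µM final (nominal) | schedule = Post-acetylcholine fluorescence recording 140 s | signal = Fluo-8 calcium dye fluorescence, kinetic read | benchmarks = low control EC20 acetylcholine (0%), high control EC100 acetylcholine (100%) | repeats = singlicate, one well per test compound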
CRFR2-BP antag = CRF-BP/CRF-R2 complex antagonism. HEK293 CRF-R2/CRF-BP, CRF-induced calcium fluorescence. AID 588475. 350,000 tested, 0.59% active. inhibition, % at 11.8 µM;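 active = inhibition of the ligand-induced calcium signal above about 50% at the single tested concentration, limit read from the data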
CHRM4 antagonist = antagonists of human muscarinic M4 receptor (CHRM4); P08173; CHO-hM4 cells, ACh EC80, Fluo-8 calcium fluorescence; inhibition, % at 3 µM; 360,000 tested, 0.73% active;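 active = inhibition above its plate's cutoff, the mean inhibition of sample wells plus 3 SD, cut at about 27% in these data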;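 also: 0% = acetylcholine EC80 with DMSO and 100% = DMSO without agonist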
Target sequence (P08173 whole entry, looked up): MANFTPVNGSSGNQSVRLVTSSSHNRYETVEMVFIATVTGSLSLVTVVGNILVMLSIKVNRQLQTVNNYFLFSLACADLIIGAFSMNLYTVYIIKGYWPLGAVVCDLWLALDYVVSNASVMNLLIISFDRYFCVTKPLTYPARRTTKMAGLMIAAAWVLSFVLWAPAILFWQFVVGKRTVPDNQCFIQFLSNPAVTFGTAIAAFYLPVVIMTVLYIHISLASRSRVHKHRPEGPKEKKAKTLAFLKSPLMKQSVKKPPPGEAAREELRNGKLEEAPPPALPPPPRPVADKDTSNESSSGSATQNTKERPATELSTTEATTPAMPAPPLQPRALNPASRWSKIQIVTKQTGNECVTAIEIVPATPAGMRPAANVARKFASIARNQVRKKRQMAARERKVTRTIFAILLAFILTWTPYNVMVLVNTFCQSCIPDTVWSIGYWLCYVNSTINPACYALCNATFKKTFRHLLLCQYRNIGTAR
CHRM4 agonist = CHRM4 agonism in calcium assay; P08173; CHO-K1 hM4/Gqi5, Fluo-8 calcium fluorescence; vehicle 0%, full acetylcholine response 100%; activation, % at 3 µM; 360,000 tested, 0.14% active; AID 624127;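 active = activation above the run mean over all test wells plus 3 SD, cut at about 32% in these data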;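 also: peak over basal fluorescence ratio per well then scaled between controls; 0% = DMSO wells and 100% = acetylcholine at EC100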
M4 PAM = potentiates acetylcholine response at human M4 receptor; 360,000 tested, 0.4% active; P08173; activation, % at 3 µM; CHO-K1 hM4/Gqi5, Fluo-8 calcium fluorescence, ACh EC20; 0% = ACh EC20, 100% = maximal ACh;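 active = activation above its plate's cutoff, the mean activation of sample wells plus 3 SD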; also: some results filed as inactive read as strong as hits
IDE cell inh = cellular human IDE inhibition; P14735; HEK cells, FAbetaB cleavage, fluorescence polarization; inhibition, % at 5.59 µM; 320,000 tested, 0.41% active; AID 434962;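 active = percent inhibition above the average of all tested compounds plus 3 SD, set per screening campaign, cut at about 16% in these data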;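 also: IDE supplied by intact live HEK cells; FP after avidin binding of uncleaved biotin substrate so inhibition keeps polarization high; 0% = DMSO wells and 100% = 60 µM reference IDE inhibitor Ii1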
M5 antag = antagonists of human muscarinic M5 receptor (CHRM5); P08912; CHO-hM5 cells, Fluo-8 calcium fluorescence, ACh EC80; inhibition, % at 3 µM; 360,000 tested, 0.59% active; AID 624040;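 active = inhibition above a per-plate cutoff, the mean of that plate's test compounds plus 3 SD, cut at about 27% in these data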;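 also: 0% = acetylcholine EC80 with DMSO and 100% = DMSO without agonist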
M5 ag = CHRM5 agonism in calcium assay. P08912. activation, % at 3 µM. CHO-K1 hM5 cells, Fluo-8 calcium fluorescence; 0% DMSO wells, 100% maximal acetylcholine response. AID 624037. 360,000 tested, 0.19% active;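 active = activation above the run's mean over test compounds plus 3 SD, cut at about 23% in these data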;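 also: signal is peak over basal fluorescence ratio across the kinetic read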
* hit, by the source's call; . = no result given.

SMILES	CRFR2-BP ag	CHRM5 PAM	CRFR2-BP antag	CHRM4 antagonist	CHRM4 agonist	M4 PAM	IDE cell inh	M5 antag	M5 ag
O=C(/C=C/c1cn(-c2ccccc2)nc1-c1cccc(Cl)c1)N1CCN(c2ccccn2)CC1	4.9	1	-6	-1	1	1	5	7	0
Cc1ccc(C)c(NC(=O)C2(C)CCCN2C(=O)C(C)C)c1 (stereo unspecified)	.	4	.	-10	1	11	.	17	0
CN(CCOc1ccccc1)C(=O)c1cc(COc2c(F)cccc2F)on1	-0.1	3	2	0	3	-1	-5	5	-6
C=CC[C@@H](CC(=O)OC(C)(C)C)C(=O)OC[C@H]1CCCN1C(=O)[C@@H](CC=C)CC(=O)NCCO	-1.3	-2	0	1	2	2	-5	6	0
COC(=O)C1[C@H]2C(=O)N(Cc3cccs3)C[C@]23C=C[C@H]1O3 (stereo partly specified)	7.3	4	-5	-6	2	-1	0	-8	-1
O=C(CSc1nncs1)Nc1nnc(-c2ccccc2)o1	-0.5	6	-3	-1	0	6	-2	-9	-4
CCOC(=O)c1[nH]c2ccc(OCC)cc2c1NC(=O)CN1CCN(c2ccccn2)CC1	-0.7	-1	-42	-4	4	4	5	0	2
CN1CCN(CCNC(=O)Nc2ccccc2[N+](=O)[O-])CC1	0.9	-3	-5	7	1	0	4	7	-1
CC(C)(C)c1ccc(OCCOCCn2cnc3ccccc3c2=O)cc1	2.4	-1	-4	-8	6	1	3	5	-6
CCOC(=O)c1cc(-c2ccccc2)sc1NC(=O)CN1C(=O)c2ccccc2C1=O	-0.8	-1	-19	8	1	8	7	1	-1
CN1C(=O)CSC1=NC12CC3CC(CC(C3)C1)C2	-0.9	5	1	3	-1	-2	1	-3	4
CSc1ncccc1C(=O)Nc1cccc(S(=O)(=O)N(C)c2ccccc2)c1	-0.5	-18	-2	-1	11	0	-1	10	0
CCC(=O)NCCc1nc(-c2ccccc2)no1	-0.9	5	4	-9	1	2	1	6	2
CCc1ccc(NC(=S)N2CCC(NC(=O)c3ccccc3OC)CC2)cc1	-0.6	3	10	-1	1	4	-1	4	-2
CC1=CC(C)(C)Nc2ccc(OC(=O)CCN3C(=O)c4ccccc4C3=O)cc21	-0.8	-10	-7	5	7	-7	17*	3	-1
CO/N=C(/c1nonc1N)N1CCN(c2ccc([N+](=O)[O-])cc2)CC1	0.8	-4	2	1	5	-5	1	6	1
CCOC(=O)C(=O)Nc1ccc(S(=O)(=O)Nc2nccc(C)n2)cc1	0.1	-3	-7	-19	2	3	.	-5	1
COc1ccccc1-n1cc(C(=O)NCC(=O)N2CCN(c3ccccn3)CC2)c2ccccc2c1=O	-0.1	-7	-1	5	4	-7	3	10	-1
COC(=O)c1oc2c(c1C)C(=O)CC(C)(C)C2	-2.8	4	16	5	0	-5	6	-2	-1
Cc1cc(C)cc(C(=O)NCCN2CCOCC2)c1	-1.2	8	-5	-13	1	8	-4	-2	-5
O=C(CNc1ccc2ccccc2c1)N/N=C/c1ccncc1	-0.7	8	5	0	4	0	-2	0	-1
COc1ccc(C2C=C(c3ccc(F)cc3)NC(=S)N2)cc1OC (stereo unspecified)	1.6	-4	-18	4	2	-3	8	5	-6
Nc1ccc(SC(F)(F)F)cc1C(=O)c1ccccc1	-1.4	-2	6	-2	-3	1	4	-4	-7
CC(CNC(=O)c1ccc(-c2ccccc2)cc1)CN(C)C (stereo unspecified)	-0.9	-3	13	4	1	3	1	-9	-6
COc1ccccc1NC(=S)N1CCC(c2nc3ccccc3o2)CC1	-0.2	1	-2	3	1	0	7	4	-7
COc1cccc(C(=O)NC2CC3CCC(C2)N3Cc2ccccc2)c1 (stereo unspecified)	-0.7	-2	-1	3	0	-7	4	3	-16
CC(C)(CO)NC(=O)c1ccc2nc(Cc3cccc(Cl)c3)oc2c1	-1.7	-5	12	12	1	-2	2	11	-3
Cc1nc(N2CCN(S(=O)(=O)c3ccccc3C#N)CC2)c2c(-c3ccccc3)csc2n1	1.0	1	-12	4	3	5	4	3	2
Cn1c(=O)c2c(ncn2CC(=O)N2CCCc3ccccc32)n(C)c1=O	0.0	-6	-5	-9	1	-6	4	1	-2
CC(=O)Oc1ccc2c(c1)O/C(=C\c1ccncc1)C2=O	127*	11	-67	2	8	-5	5	-11	22
O=C(NCc1ccc(Cl)cc1)C1CCN(S(=O)(=O)c2ccccc2)CC1	-0.2	0	-4	-1	3	-7	3	1	-1
CN(C)c1ccc(C(=O)OCC(=O)N2CCCCCC2)cc1	0.4	11	12	0	1	2	4	3	-9
Cn1c(=O)c(=O)n(C)c2cc(N3CCCCC3)c(NS(=O)(=O)c3ccc(Br)cc3)cc21	-0.8	1	0	-6	1	8	9	-12	-5
O=C(Nc1ccc(NC(=O)c2ccc3c(c2)OCO3)cc1)c1cccc(Cl)c1	0.9	-19	-1	-4	0	9	-1	5	5
Cc1ccc(CNC(=O)[C@H]2O[C@@H](n3cnc4c(N)ncnc43)[C@H](O)[C@@H]2O)o1	.	0	.	-9	1	-1	.	13	2
O=C(COc1ccccc1F)N1CCc2ccccc2C1	-1.4	4	9	-3	1	-3	-3	-5	-2
Cc1noc(NS(=O)(=O)c2ccc(N/C=C/C(=O)c3ccc(F)cc3)cc2)c1C	0.6	-6	6	4	0	-4	-1	19	0
CCc1ccc(NC(=O)CSc2nc3ncc(Br)cc3[nH]2)cc1	0.6	-5	-9	1	1	0	-1	7	-1
O=C(CNC(=O)c1ccco1)N/N=C/c1ccc(O)c([N+](=O)[O-])c1	-0.5	4	5	7	1	0	4	0	0
Cc1nnc(NC(=O)CC23CC4CC(CC(C4)C2)C3)s1	-2.3	-4	-52	-20	5	-2	-6	7	1
O=C(c1ccco1)N1CCN(Cc2cc(=O)c(OCc3ccc([N+](=O)[O-])cc3)co2)CC1	-0.6	3	-2	31*	0	-7	2	7	-2
COC(=O)/C=C1\SC(=NC(=O)c2ccc(-c3ccccc3)cc2)NC1=O	-2.7	3	4	0	1	5	2	14	-3
COC(=O)C1=C(NC(=O)COc2ccc(Cl)cc2Cl)CCS1	1.9	-1	-30	5	0	3	5	7	2
CCOC(=O)C1(CCOC)CCN(Cc2ccc(COC)o2)CC1	0.1	1	2	-5	2	14	6	2	-3
CC(C)NC(=O)C(c1ccc(F)cc1)N(C(=O)CCC(=O)Nc1ccccn1)c1ccccc1F (stereo unspecified)	-1.3	6	-8	6	0	-3	-2	-3	-2
COc1cccc(C(NC(C)=O)c2nc(-c3cccs3)cs2)c1 (stereo unspecified)	.	-4	.	3	2	0	.	8	1
COc1ccc(-c2nc3c(=O)n(C)c(=O)[nH]c3n2CCc2ccccc2)cc1	0.1	-2	6	-1	0	9	0	1	0
O=C(Nc1ccccc1Cl)c1cc(C2CCCCN2S(=O)(=O)c2ccccc2)on1 (stereo unspecified)	.	1	.	-19	1	0	.	-1	-1

A different layout for part of the listing above:
compound | CRFR2-BP ag | CHRM5 PAM | CRFR2-BP antag | CHRM4 antagonist | CHRM4 agonist | M4 PAM | IDE cell inh | M5 antag | M5 ag
Cc1ccc(CNC(=O)[C@H]2O[C@@H](n3cnc4c(N)ncnc43)[C@H](O)[C@@H]2O)o1 | . | 0 | . | -9 | 1 | -1 | . | 13 | 2
O=C(COc1ccccc1F)N1CCc2ccccc2C1 | -1.4 | 4 | 9 | -3 | 1 | -3 | -3 | -5 | -2
Cc1noc(NS(=O)(=O)c2ccc(N/C=C/C(=O)c3ccc(F)cc3)cc2)c1C | 0.6 | -6 | 6 | 4 | 0 | -4 | -1 | 19 | 0
CCc1ccc(NC(=O)CSc2nc3ncc(Br)cc3[nH]2)cc1 | 0.6 | -5 | -9 | 1 | 1 | 0 | -1 | 7 | -1
O=C(CNC(=O)c1ccco1)N/N=C/c1ccc(O)c([N+](=O)[O-])c1 | -0.5 | 4 | 5 | 7 | 1 | 0 | 4 | 0 | 0
Cc1nnc(NC(=O)CC23CC4CC(CC(C4)C2)C3)s1 | -2.3 | -4 | -52 | -20 | 5 | -2 | -6 | 7 | 1
O=C(c1ccco1)N1CCN(Cc2cc(=O)c(OCc3ccc([N+](=O)[O-])cc3)co2)CC1 | -0.6 | 3 | -2 | 31* | 0 | -7 | 2 | 7 | -2
COC(=O)/C=C1\SC(=NC(=O)c2ccc(-c3ccccc3)cc2)NC1=O | -2.7 | 3 | 4 | 0 | 1 | 5 | 2 | 14 | -3
COC(=O)C1=C(NC(=O)COc2ccc(Cl)cc2Cl)CCS1 | 1.9 | -1 | -30 | 5 | 0 | 3 | 5 | 7 | 2
CCOC(=O)C1(CCOC)CCN(Cc2ccc(COC)o2)CC1 | 0.1 | 1 | 2 | -5 | 2 | 14 | 6 | 2 | -3
CC(C)NC(=O)C(c1ccc(F)cc1)N(C(=O)CCC(=O)Nc1ccccn1)c1ccccc1F (stereo unspecified) | -1.3 | 6 | -8 | 6 | 0 | -3 | -2 | -3 | -2

Next records.
SMILES	CRFR2-BP ag	CHRM5 PAM	CRFR2-BP antag	CHRM4 antagonist	CHRM4 agonist	M4 PAM	IDE cell inh	M5 antag	M5 ag
COc1ccc2[nH]c3c(c2c1)[C@@H]1CCN2C(=O)CCC[C@H](C3)[C@H]12	-1.5	10	1	4	1	2	0	2	0
COc1cc(C2C(C#N)=C(N)Oc3n[nH]c(C)c32)cc2c1OCO2 (stereo unspecified)	0.1	3	-6	1	0	4	0	-1	-1
NC(=O)c1ccsc1NC(=O)COC(=O)/C=C/c1ccc([N+](=O)[O-])cc1	-1.9	-18	20	4	18	-22	1	18	2
Cn1c(NCc2ccccc2)nc2c1c(=O)n(Cc1ccccc1)c(=O)n2C	0.0	4	-22	13	1	-8	-6	1	2
CCOC(=O)Nc1nnc(Cc2ccc(Cl)c(Cl)c2)s1	4.9	1	-149	-9	2	22*	-2	9	1
COc1ccccc1-c1nnc(N(C)C(=O)C2CCCO2)s1 (stereo unspecified)	-0.6	-5	-11	-9	2	2	-1	0	-4
C/C(CC(=O)Nc1ccc(N(C)C)cc1)=N\NC(=O)C(=O)NCc1ccccc1	-6.9	-4	13	-9	-2	0	-2	-7	-4
COc1cc(-c2noc(CCCC(=O)Nc3ccc(C(N)=O)cc3)n2)cc(OC)c1OC	-4.2	-5	11	1	1	-5	-11	10	-1
CC(=O)Nc1ccc(S(=O)(=O)N(C)c2ccc(OCC(=O)OCC(=O)N3CCCCC3)cc2)cc1	-1.1	0	7	0	5	4	6	2	0
CC1(C)Cc2c(C#N)c(NCc3ccco3)nc(-c3ccco3)c2CO1	2.1	2	-3	11	-1	3	-3	-1	-1
O=C(CC1CCCC1)N1CCCC(Nc2cccc(F)c2)C1 (stereo unspecified)	-6.0	0	-4	4	2	-2	7	-1	-2
CCOC(=O)c1c(NC(=O)C2CC(Cl)=CCC2C(=O)O)sc2c1CCCCC2 (stereo unspecified)	4.3	6	-4	-7	1	7	-2	-6	6

An excerpt from above in order of their number in M5 ag, high to low:
SMILES	CRFR2-BP ag	CHRM5 PAM	CRFR2-BP antag	CHRM4 antagonist	CHRM4 agonist	M4 PAM	IDE cell inh	M5 antag	M5 ag
Cn1c(NCc2ccccc2)nc2c1c(=O)n(Cc1ccccc1)c(=O)n2C	0.0	4	-22	13	1	-8	-6	1	2
COc1cc(C2C(C#N)=C(N)Oc3n[nH]c(C)c32)cc2c1OCO2 (stereo unspecified)	0.1	3	-6	1	0	4	0	-1	-1
C/C(CC(=O)Nc1ccc(N(C)C)cc1)=N\NC(=O)C(=O)NCc1ccccc1	-6.9	-4	13	-9	-2	0	-2	-7	-4
